TSHR antagonist – Antagonists of the Thyroid Stimulating Hormone Receptor: HTS campaign; Thyrotropin receptor (Homo sapiens), P16473; TSHR-expressing cells, TSH-stimulated cAMP HTRF, 2 h; hits give low values; activity change, negative = inhibition, % at 11.5 µM; 0.2% of 330,000 active;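 active = activity change below a set negative limit, meaning inhibition stronger than a set level, cut at about -70% in these data; inconclusive = activity change between two set negative limits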; also: % is scaled to controls: 0 for no effect and ±100 for the full control effect
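Cell-based HTRF cAMP assay; TSHR cells + compound, TSH EC80 (4nM final), 2 h, 37 deg C. Lysis with anti-cAMP cryptate and cAMP-d2, 30 min RT, read 665/620 nm.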
TCR act – Activators of T cell receptors: qHTS campaign | primary human leukocytes, anti-CD3, IL-2 HTRF, 48 h | Potency, µM (highest dose often 9.22 µM), inactives show top-dose activation of IL-2 secretion, hits mostly activators | 330,000 tested, under 10 active; also: % of control where 0% means no effect
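Human primary leukocytes + a-CD3 beads + cpd, 48 hr; IL-2 in supernatant by HTRF (ex 320nm / em 665nm). No co-stimulatory signal supplied.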
Integrin act MD – qHTS for Activators of Integrin-Mediated Alleviation for Muscular Dystrophy. alpha7betagal myoblasts, beta-gal FDG fluorescence, 48 h. Potency, µM (titrated, usually from 38.3 µM), for the others: top-dose activation, actives largely listed as activators. 0.064% of 350,000 active;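 also: potency is read from the fitted curve at half-maximal effect; 100% = response of the positive control SU9516; nearly all actives have a fitted effect of over 60% in size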
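alpha7betagal+/- myoblasts (passage 13, 250/well) treated 48 h at 37C with compounds at 1:260 dilution of DMSO stock. Lysed, then beta-galactosidase activity read as FDG fluorescence (ex 480/em 540) after 30 min, with pre-read for autofluorescence.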
Menin-MLL TR inh – qHTS Assay for Inhibitors Targeting the Menin-MLL Interaction in MLL Related Leukemias: Competition With Texas Red Labeled MLL-derived Mutant Peptide; Menin + Texas Red MLL mutant peptide, fluorescence polarization; Potency, µM (titrated, usually from 61.6 µM), without a hit: at the highest dose FP activity change, negative = inhibition, hits mostly inhibitors; 0.23% of 270,000 active; AID 1768, 2009; active = well fitted inhibition curve with a large enough effect in the polarisation, with a control signal flat, not every such curve was filed as active; inconclusive = small, poorly fitted or top-dose-only effect, or effect the other way, or a change in a side signal; inactive = no such curve, though single readings can be large or run the other way; the % refers to the polarisation; also: potency is read from the fitted curve at half-maximal effect; % of control where 0% means no effect; many of its hits are not listed in these tables
Target sequence (O00255 whole entry, looked up): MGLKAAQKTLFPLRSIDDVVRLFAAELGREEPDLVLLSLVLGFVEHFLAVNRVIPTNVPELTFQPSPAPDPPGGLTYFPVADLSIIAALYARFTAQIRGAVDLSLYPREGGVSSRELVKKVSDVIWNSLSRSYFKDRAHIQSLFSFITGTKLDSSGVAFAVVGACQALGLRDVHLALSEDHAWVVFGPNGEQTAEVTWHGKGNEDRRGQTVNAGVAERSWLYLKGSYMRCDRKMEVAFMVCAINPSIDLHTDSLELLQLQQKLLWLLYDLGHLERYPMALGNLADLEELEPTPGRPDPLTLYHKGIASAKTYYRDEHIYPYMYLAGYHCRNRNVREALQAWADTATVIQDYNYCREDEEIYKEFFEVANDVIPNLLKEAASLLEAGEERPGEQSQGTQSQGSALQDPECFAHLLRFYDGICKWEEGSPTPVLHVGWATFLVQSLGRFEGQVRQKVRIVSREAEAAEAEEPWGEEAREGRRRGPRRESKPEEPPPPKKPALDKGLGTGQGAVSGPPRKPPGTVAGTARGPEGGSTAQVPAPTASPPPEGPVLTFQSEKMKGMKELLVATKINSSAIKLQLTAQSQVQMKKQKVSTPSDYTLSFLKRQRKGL
Mito fusion act – qHTS Assay for Small Molecule Inhibitors of Mitochondrial Division or Activators of Mitochondrial Fusion; 0.23% of 320,000 active; S. cerevisiae fusion-defective mutant growth rescue, CellTiterGlo 48 h; Potency, µM (top dose mostly 46.1 µM), inactives show at the top dose growth rescue (activation), hits mostly activators;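 also: potency is read from the fitted curve at half-maximal effect; % of control where 0% means no effect; nearly all actives have a fitted effect of over 45% in size; temperature-sensitive fusion mutants such as fzo1-1 at 37 °C on non-fermentable ethanol glycerol medium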
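Growth-rescue viability read-out: after 48 h at the non-permissive 37C in glycerol/ethanol YPEG, yeast mitochondrial fusion mutants are measured by CellTiterGlo luminescence; compounds (23 nl pinned per well) restoring growth score as division inhibitors or fusion activators.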
TSG101-PTAP inh – qHTS Assay for Iinhibitors of HIV-1 Budding by Blocking the Interaction of PTAP/TSG101. Fluorescence polarization, FITC-PTAP peptide / Tsg101 binding. Potency, µM (doses to about 115 µM), inactives show top-dose activity change, negative = inhibition, actives largely listed as inhibitors. 340,000 tested, under 10 active. AID 493005, 2010; active = well fitted inhibition curve with a large enough effect in the main read-out, with a control signal flat, not every such curve was filed as active; inconclusive = small, poorly fitted or top-dose-only effect, or effect the other way, or a change in a side signal; inactive = no such curve, though single readings can be large or run the other way; also: potency is read from the fitted curve at half-maximal effect; % of control where 0% means no effect
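FP read-out: FITC-PTAP peptide, 50 nM final, binding Tsg101 binding domain, 10 uM final; 20 min, r.t.; 10 mM HEPES pH 7.5, 0.15 M NaCl, 0.01% Tween 20, 3 mM EDTA, 0.1 mM TCEP.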
MBNL1 CUG block – qHTS Assay for Inhibitors of MBNL1-poly(CUG) RNA binding; 0.036% of 280,000 active; Potency, µM (top dose mostly 57.5 µM), for the others: at the top dose activity change, negative = inhibition, usual class: inhibitors; Muscleblind-like protein 1 (Homo sapiens), Q9NR56; TR-FRET MBNL1-His/biotin-(CUG)12 binding, 665/545 ratio; active = well fitted inhibition curve with a large enough effect in the signal ratio, with a control signal flat, not every such curve was filed as active; inconclusive = small, poorly fitted or top-dose-only effect, or effect the other way, or a change in a side signal; inactive = no such curve, though single readings can be large or run the other way; the % refers to the signal ratio; also: potency is read from the fitted curve at half-maximal effect; % is scaled to controls: 0 for no effect and ±100 for the full control effect
Target sequence (Q9NR56 whole entry, looked up): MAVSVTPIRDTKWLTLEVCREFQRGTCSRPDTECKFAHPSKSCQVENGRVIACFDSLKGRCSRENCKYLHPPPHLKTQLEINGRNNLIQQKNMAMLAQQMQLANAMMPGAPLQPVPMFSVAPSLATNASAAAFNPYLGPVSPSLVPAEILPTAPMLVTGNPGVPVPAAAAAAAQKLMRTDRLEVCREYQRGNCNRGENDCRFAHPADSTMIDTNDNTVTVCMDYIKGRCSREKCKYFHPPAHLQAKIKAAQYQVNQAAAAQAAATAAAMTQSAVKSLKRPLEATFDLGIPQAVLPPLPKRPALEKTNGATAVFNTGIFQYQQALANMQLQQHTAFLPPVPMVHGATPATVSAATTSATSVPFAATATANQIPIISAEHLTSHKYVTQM
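Compound titration spanned 92 nM–58 uM against the MBNL1-His/biotin-(CUG)12 complex. After 60 min at room temperature with 5 nM streptavidin-XL665 and 0.055 ng/ul terbium anti-His, ratiometric 665/545 nm emission (Ex 340 nm) normalized to controls.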
CXXC DNA block – qHTS Fluorescence Polarization Assay for Inhibitors of MLL CXXC domain - DNA interaction | Histone-lysine N-methyltransferase 2A (Homo sapiens), Q03164 | MLL-CXXC / FITC-HOXA9 DNA fluorescence polarization | Potency, µM (top dose mostly 115 µM), inactives show at the top dose activity change, negative = inhibition, actives largely listed as inhibitors | 0.037% of 290,000 active; active = well fitted inhibition curve with a large enough effect in the polarisation, with a control signal flat, not every such curve was filed as active; inconclusive = small, poorly fitted or top-dose-only effect, or effect the other way, or a change in a side signal; inactive = no such curve, though single readings can be large or run the other way; the % refers to the polarisation; also: potency is read from the fitted curve at half-maximal effect
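Purified MLL-CXXC (added from a 7 uM solution) was preincubated 5 min at ambient with pinned compounds in 50 mM Tris-HCl pH 7.5, 50 mM NaCl, 1 mM DTT, 0.05% BSA. Fluorescein-labeled HOX-A9 DNA (50 nM solution) followed, 30 min, then polarization read.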
A-T KAP1 phos – qHTS Assay for Identifying a Potential Treatment of Ataxia-Telangiectasia. […] A-T fibroblasts, KAP-1 phosphorylation AlphaLISA; neocarzinostatin DNA damage 30 min before lysis. Potency, µM (doses to about 57.5 µM), for the others: at the top dose activation, hits mostly activators. 0.19% of 320,000 active. AID 485349, 2010; also: potency is read from the fitted curve at half-maximal effect; % of control where 0% means no effect; nearly all actives have a fitted effect of over 45% in size
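ATM-like activity read as KAP-1 phosphorylation via AlphaLISA donor/acceptor antibody pairs after lysis and 6 hr at 25C. Cells were ATM-null patient fibroblasts ([…], hTERT), dosed 60 min, then exposed to the DSB inducer NCS for 30 min.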
ASM inhibitor – Inhibitors of Secretory Acid Sphingomyelinase (S-ASM): qHTS; AID 504937, 2011; Sphingomyelin phosphodiesterase (Homo sapiens), P17405; placental ASM, HMU-PC fluorogenic substrate, 60 min; 0.006% of 340,000 active; Potency, µM (doses to about 57.5 µM), without a hit: top-dose activity change, negative = inhibition, hits mostly inhibitors; also: potency is read from the fitted curve at half-maximal effect
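Human placenta-derived ASM enzyme was preincubated with compound for 10 minutes at room temperature, then given fluorogenic substrate HMU-PC0 (9 uM final) for 60 minutes at 37 °C; a pH 10 stop preceded fluorescence reading at Ex 386/Em 447 nm.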
* = called active by the depositor; ? = inconclusive; . = not tested or not shown; [ ] = dose if it differs, or a comment. Unless noted, calls follow the shape of the dose curve; as a rule, active = well fitted curve in the direction sought with a large enough effect; inconclusive = small, poorly fitted or top-dose-only effect, or another doubt; inactive = no such curve, though single readings can be large; an effect the other way counts as inactive or inconclusive. Only part of the results is shown. The share of hits here may be higher or lower than overall.

SMILES	TSHR antagonist	TCR act	Integrin act MD	Menin-MLL TR inh	Mito fusion act	TSG101-PTAP inh	MBNL1 CUG block	CXXC DNA block	A-T KAP1 phos	ASM inhibitor
CCOc1ccc(/C=N/NC(=O)C(OC)c2ccccc2)cc1 (stereo not drawn)	-7	3%	-7%	-17%	-3%	-7%	.	18%	2%	1%
COCCCn1c(=O)c2ccccc2n(CC(=O)Nc2ccc3c(c2)OCCO3)c1=O	2	-7%	14%	-10%	-2%	-1%	-5%	-6%	5%	-4%
COC(OC)c1ccc(C#N)c(SCc2ccc(C)cc2)n1	29	-9%	11%	.	12%	-1%	-4%	-1%	32%	-2%
O=C(CN(c1cccc([N+](=O)[O-])c1)S(=O)(=O)c1ccccc1)NCc1ccccc1	8	-3%[46.1 µM]	6%	-8%	2%	0%	-2%	-6%	2%	1%
Cc1ccc(C)c(N2CCN(C(=O)CCC(=O)Nc3nnc(CC(C)C)s3)CC2)c1	-16	5%	-38%	.	-1%	0%	0%	20%	-15%	-1%
Cc1ccc(NC(=O)CCc2ccc(C)o2)cc1	-1	-1%	-14%	-2%	1%	-1%	-9%	2%	-1%	-1%
Cc1ccc(C(=O)Oc2cc(C)[nH]c(=O)c2[N+](=O)[O-])cc1	25	-6%	7%	-1%	19%	-1%	-8%	-3%	-1%	4%
O=C(Nc1ccc(NC(=O)c2ccccc2Cl)nc1)c1ccncc1	-3	4%	25%	8%	1%	-2%	-5%	-12%	-3%	-4%
Cc1ccccc1CC1SC(N)=NC1=O (stereo not drawn)	1	-13%	-23%	-19%	1%	-1%	3%	-5%	0%	1%
Cn1c(-n2c(CCCN3C(=O)c4ccccc4C3=O)nc3ccccc3c2=O)nc2ccccc21	6	1%	-10%	4%	1%	-1%	4%	-7%	2%	-3%
Cc1ccccc1/C=N/n1c(COc2ccccc2)n[nH]c1=S	-9	-5%	18%	?	-10%	0%	-3%	-3%	-2%	39%
Cc1nc2c(C)cccn2c(=O)c1NC(=O)c1cccc2ccccc12	3	5%	1%	.	-3%	-1%	.	.	5%	12%
Cc1ccc(C(=O)COC(=O)c2cc(C)no2)c(C)c1	11	3%	-24%	.	3%	-4%	.	.	6%	-3%
O=C(CNC(=O)c1ccc(Cl)cc1)NCC(F)(F)F	10	-6%[46.1 µM]	0%	-2%	-1%	-5%	.	7%	1%	2%
CN1CCN(c2nc3c(c(=O)[nH]c(=O)n3C)n2Cc2cccc(Br)c2)CC1	-11	0%	5%	22%	2%	-3%	-6%	2%	-3%	3%
COCCOC(=O)C1=C(C)NC2=C(C(=O)CC(C)(C)C2)C1c1cccnc1 (stereo not drawn)	26	0%	-8%	-22%	-2%	-1%	14%	-3%	5%	.
CCc1ccccc1N(C)S(=O)(=O)c1cc(-c2cc(C)no2)ccc1OC	-17	1%	-13%	1%	-14%	-3%	4%	4%	2%	-6%
CCn1c(SCc2ccc(F)cc2)nc2c(c1=O)SCC2	-10	.	-9%	-19%	-1%	0%	7%	-4%	1%	-6%
CC1=C(C)N(C)[C@H](c2ccccc2Br)[C@H](O)C1=O	.	-3%	-4%	.	.	-5%	.	.	.	5%
CC(=O)Nc1c2c(nn1-c1ccccc1)CSC2	-7	-6%	-1%	1%	-10%	-9%	2%	-7%	2%	2%
COc1ccc(-c2nc(CSCC(=O)NC3CCCc4ccccc43)c(C)o2)cc1OC (stereo not drawn)	-6	-1%	26%	-8%	22%	-3%	6%	-8%	.	0%
Cc1oc2c(c1C(=O)NCc1cc(C(=O)O)co1)CCCC2	-5	.	-30%	9%	-6%	-8%	-13%	-1%	-9%	-1%
Cc1ccn(CC(C)C(=O)O)n1 (stereo not drawn)	-3	2%	6%	-6%	-1%	-3%	-14%	6%	-2%	3%
O=c1cc(-c2ccccc2)nc2nc(-c3ccco3)[nH]n12	17	4%	18%	-24%	3%	3%	-7%	32%[activator]	11%	0%
CC1CCc2sc(C(=O)NC(C)C3CCCO3)cc2C1 (stereo not drawn)	4	9%	-6%	.	-10%	-5%	-2%	3%	7%	0%
COc1ccc(/C=C/C(=O)OCC(=O)NCc2ccco2)cc1OC	3	?	0%	-1%	-7%	-1%	?	14%	6%	3%
CCCn1c(-c2cccnc2Cl)nc2cc(Cl)c(Cl)cc21	5	-1%	1%	11%	24%	-11%	4%	-3%	-5%	-5%
O=C(CN1C(=O)S/C(=C\c2ccccc2F)C1=O)Nc1ccccc1O	-6	6%	17%	?	-4%	-6%	10%	3%	3%	-7%
Cn1c(=O)c2ccccc2n(CC(=O)NC2CCCC2)c1=O	-5	0%	-6%	-22%	-4%	-4%	3%	5%	-6%	0%
O=C(c1ccccc1O)N1CCOCC1	-5	-1%	16%	.	-2%	1%	-3%	-14%	3%	0%
O=S(=O)(c1ccc(-c2nnc(SCc3ccccc3)o2)cc1)N1CCCC1	-24	-6%	-10%	-13%	-1%	-3%	10%	-1%	3%	?
COc1ccc(NC(=O)Nc2cc(C)cc(C)c2)cn1	-6	4%	?	.	0%	-28%	7%	?	-9%	3%
COC(=O)c1ccc(NC(=O)CN2C(=O)CSC2=O)cc1	.	-3%	-14%	20%	-3%	-7%	1%	7%	5%	-1%
CC(=O)c1nn(-c2ccccc2)cc1C(=O)c1ccc(Br)cc1	-5	2%[46.1 µM]	-17%	-9%	0%	-1%	-7%	2%	-6%	-1%
CCOc1ccccc1C(=O)NC(C)c1ccc(-n2ccnc2)cc1 (stereo not drawn)	-12	0%	-3%	-1%	2%	0%	0%	13%	11%	0%
CC(=O)Nc1ccc(S(=O)(=O)NCCCCNS(=O)(=O)c2ccc(NC(C)=O)cc2)cc1	2	7%	?	-6%	-13%	-4%	-2%	-2%	-3%	-2%
Cc1ccc(C)c2[nH]c(=O)c(CCNC(=O)c3ccc(Br)o3)cc12	.	-42%	0%	.	.	-6%	.	.	.	-6%
Cc1cc(OCCCn2ccnc2)cc(C)c1Cl	-1	-5%	2%[7.66 µM]	7%	-5%	-2%	-5%	4%	-1%	-2%
COc1cccc(CN(C)S(=O)(=O)c2ccc3c(c2)OCCO3)c1	-18	-2%	20%	.	7%	-5%	.	.	1%	6%
CCN(CC)c1nc2cc(C)ccc2cc1/C=C(\C#N)C(N)=O	2	2%	-15%	5%	-3%	2%	138%[activator]	6%	2%	-6%
O=C(C/C=N\O)Nc1ccc(Oc2ccccc2)cc1	-2	-7%	14%	?	-4%	-1%	.	12%	2%	0%
N#Cc1cc2c(nc1SCC(=O)N1CCCCC1)CCCCC2	.	-41%	-2%	-7%	23%	0%	-4%	1%	.	-1%
Cc1ccc(-c2nc(CN(C)C(C3CC3)C3CC3)c(C)o2)cc1	-12	6%	0%	-8%	-11%	0%	4%	-2%	6%	16%
O=C(c1c[nH]c2ccc(S(=O)(=O)N3CCC4(CC3)OCCO4)cc2c1=O)N1CCOCC1	2	-2%	7%	1%	-4%	-3%	-12%	4%	4%	30%
CN(CC(=O)NCc1ccc(F)cc1)Cc1ccc(Br)cc1	-7	4%	33%	?	5%	-5%	0%	-5%	4%	13%

2 records picked at random from the list so far:
SMILES	TSHR antagonist	TCR act	Integrin act MD	Menin-MLL TR inh	Mito fusion act	TSG101-PTAP inh	MBNL1 CUG block	CXXC DNA block	A-T KAP1 phos	ASM inhibitor
N#Cc1cc2c(nc1SCC(=O)N1CCCCC1)CCCCC2	.	-41%	-2%	-7%	23%	0%	-4%	1%	.	-1%
O=C(c1c[nH]c2ccc(S(=O)(=O)N3CCC4(CC3)OCCO4)cc2c1=O)N1CCOCC1	2	-2%	7%	1%	-4%	-3%	-12%	4%	4%	30%

Assay outcomes: PubChem, National Center for Advancing Translational Sciences (NCATS)
